# Fam108B counter – blocks mouse Fam108B hydrolase in RBBP9 counter-screen | inhibition, % at 9.51 µM | hit rate 0.33% among 300,000 | recombinant Fam108B, FP-Rh probe fluorescence polarization;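 active means inhibition above the screen mean inhibition plus 3 SD, computed separately per campaign, cut at about 18% in these data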;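 further: inhibitors lower polarization as less probe binds the enzyme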
# Bcl-xL primary – inhibitors of human Bcl-xL; Q07817; GST-Bcl-xL / FITC-Bim BH3 peptide fluorescence polarization; inhibition, % at 10.9 µM; hit rate 0.7% among 320,000;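 active means inhibition above the mean of all tested compounds plus 3 SD, cutoff set per campaign, cut at about 30% in these data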;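 further: 0% = DMSO wells and 100% = unlabeled Bim-BH3 peptide competitor; inhibitors lower millipolarization by displacing the labeled peptide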
# Efflux pump mplx – antifungal efflux pump inhibition, Nile Red retention; S. cerevisiae Candida pump triplex; inhibition, % at 10 µM; hit rate 0.44% among 330,000;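 active means plate passing quality check with inhibition over a set limit, or well fluorescence over plate mean plus 4 SD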;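 further: Nile Red retained in pooled yeast measured as flow cytometry median fluorescence; 0% = buffer negative control and 100% = Enniatin B positive control; higher means more Nile Red kept so more efflux inhibition; some compounds called inactive have numbers as strong as hits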
# ZTA counter – ZTA (EBV) inhibition in EBNA-1 counter-screen | P03206 | ZTA-DNA binding, fluorescence polarization | inhibition, % at 11 µM | hit rate 0.15% among 320,000; in the data active means inhibition above about 33%
# Target sequence (P03206 whole entry, looked up): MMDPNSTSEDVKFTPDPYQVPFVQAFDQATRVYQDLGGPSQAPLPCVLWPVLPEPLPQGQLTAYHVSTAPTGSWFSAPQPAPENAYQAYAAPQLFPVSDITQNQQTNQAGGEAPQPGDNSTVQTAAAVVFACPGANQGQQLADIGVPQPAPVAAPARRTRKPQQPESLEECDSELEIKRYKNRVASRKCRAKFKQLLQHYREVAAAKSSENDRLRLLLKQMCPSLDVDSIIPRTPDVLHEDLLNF
# EBNA-1 inhibitor – blocks EBNA-1 binding to DNA; hit rate 0.34% among 300,000; EBNA-1 DNA binding, fluorescence polarization; inhibition, % at 14.8 µM; in the data active means inhibition above about 28%
# MCL1-BIM inh – MCL1-BIM-BH3 interaction inhibition (human); Q07820; inhibition, % at 10.9 µM; GST-MCL1 / FITC-Bim-BH3 fluorescence polarization; hit rate 0.68% among 320,000;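 active means inhibition above the mean inhibition of all tested compounds plus 3 SD, set per campaign, cut at about 40% in these data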;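 further: 0% = DMSO wells and 100% = unlabeled Bim-BH3 peptide control; higher means more loss of mP so more displacement of Bim peptide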
# Target sequence (Q07820 whole entry, looked up): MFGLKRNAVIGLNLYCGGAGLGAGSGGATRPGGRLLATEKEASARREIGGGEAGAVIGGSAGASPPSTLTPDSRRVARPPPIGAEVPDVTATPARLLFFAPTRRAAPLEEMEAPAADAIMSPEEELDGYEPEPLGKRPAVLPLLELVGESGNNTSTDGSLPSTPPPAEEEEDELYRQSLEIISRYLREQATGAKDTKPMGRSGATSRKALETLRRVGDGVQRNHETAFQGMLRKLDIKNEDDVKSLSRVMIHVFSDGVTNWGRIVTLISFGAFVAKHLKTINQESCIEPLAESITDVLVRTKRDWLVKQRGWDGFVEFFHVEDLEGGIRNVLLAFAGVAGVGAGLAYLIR
# MEX-5 binding – C. elegans MEX-5 TCR-2 RNA binding activity. MEX-5/FITC-TCR2 RNA binding, fluorescence polarization; hits give low values. AID 1832. activity score (negative = inhibition of binding), % at 10 µM. hit rate 0.38% among 300,000. Q9XUB2;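 active means inhibition past about -25% in most replicates, and total fluorescence under double the plate's negative control median, limit read from the data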;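 further: 0% = DMSO and -100% = 5 µM competing unlabeled TCR2 RNA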
# GLD-1 TGE inh – GLD-1-TGE RNA interaction inhibition (C. elegans) | Q17339 | purified GLD-1 + fluorescein TGE RNA, fluorescence polarization | inhibition, % at 5.96 µM | hit rate 0.44% among 320,000;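 active means percent inhibition above a per-plate cutoff, the plate mean of test compounds plus 3 SD, cut at about 30% in these data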;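 further: 0% = DMSO wells with GLD-1 and probe and 100% = wells lacking GLD-1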
# Target sequence (Q17339 whole entry, looked up): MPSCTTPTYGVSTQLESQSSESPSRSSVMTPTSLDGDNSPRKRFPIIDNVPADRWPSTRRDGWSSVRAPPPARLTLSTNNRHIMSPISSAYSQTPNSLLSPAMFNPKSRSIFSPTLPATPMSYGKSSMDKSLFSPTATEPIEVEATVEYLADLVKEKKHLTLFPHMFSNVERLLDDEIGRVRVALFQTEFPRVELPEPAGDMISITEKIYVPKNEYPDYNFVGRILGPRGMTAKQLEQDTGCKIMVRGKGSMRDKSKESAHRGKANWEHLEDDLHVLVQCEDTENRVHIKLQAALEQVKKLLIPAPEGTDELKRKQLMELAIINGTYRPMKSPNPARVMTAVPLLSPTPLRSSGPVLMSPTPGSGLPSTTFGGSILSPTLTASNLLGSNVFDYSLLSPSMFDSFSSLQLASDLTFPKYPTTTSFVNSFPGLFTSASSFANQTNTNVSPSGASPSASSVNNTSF
# CR mimetic SO – caloric restriction mimetics inhibiting age-related superoxide in yeast; superoxide response (% of plate mean), % at 10 µM; S. cerevisiae aged cells, superoxide DHE fluorescence; hits give low values; hit rate 0.18% among 330,000;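 active means superoxide response under a set limit, about three screen SD below normal, cut at about 65% in these data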;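 further: yeast aged for seven days with compound at 30 °C before DHE staining; 100% = average MFI of all compound-treated wells on the plate with controls excluded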
# The depositor's hits bear a star; / = not tested or not shown.
SMILES,Fam108B counter,Bcl-xL primary,Efflux pump mplx,ZTA counter,EBNA-1 inhibitor,MCL1-BIM inh,MEX-5 binding,GLD-1 TGE inh,CR mimetic SO
COc1cc(NC(=O)c2ccccn2)cc(OC)c1OC,1.6,2.0,0.1,4.7,-3.9,2.6,3.4,2.8,119.2
Cc1c(C)n(CCCN(C)C)c2ncnc(Nc3ccccc3)c12,3.9,-1.6,0.1,-0.3,-2.3,2.0,0.7,5.1,91.7
COc1ccc(NC(=S)NNC(=O)c2cccs2)cc1,2.4,5.9,0.1,4.3,-1.1,4.0,0.7,2.1,90.9
Cc1ccc(NC(=O)CSc2nnnn2-c2ccc3c(c2)OCO3)cc1C,-6.3,6.2,-0.2,-15.1,-11.8,5.6,-3.2,2.6,108.0
O=C(COc1ccc(Cl)cc1)NCc1ccc(F)cc1,-5.0,0.5,0.1,-8.7,2.7,8.2,1.8,-0.4,93.5
C=CCN=C1S/C(=C/c2ccc([N+](=O)[O-])cc2)C(=O)N1CC=C,1.9,2.3,-0.1,2.7,2.5,-0.8,0.6,3.1,59.8*
COCCn1c(C)c(C)c(S(=O)(=O)c2ccccc2)c1N,14.4,67.8*,0.3,0.7,1.5,72.3*,2.3,28.6,105.1
CC(C)(C)OC(=O)N1CCN(C(=O)c2[nH]cnc2C(=O)Nc2cccc(Cl)c2)CC1,/,3.9,-0.2,9.6,/,3.8,/,2.8,96.3
COCCNC(=O)c1ccc(Cl)c(S(=O)(=O)Nc2cccc(C)c2C)c1,-5.5,0.3,0.0,2.3,-6.7,-2.6,1.0,-6.2,89.0
Cc1cccn2c(=O)c(/C=C(\C#N)C(=O)NCc3ccco3)c(N3CCC(C(N)=O)CC3)nc12,0.9,4.2,0.1,10.2,2.6,8.1,-1.0,-1.5,102.7
Cc1ccc(-n2nnnc2/C=C\Nc2cc(C)on2)cc1,-1.8,-0.7,-0.2,0.7,7.5,6.7,1.1,1.1,97.1
COc1ccc(N2CC(NS(=O)(=O)c3cccnc3)CC2=O)cc1 (stereo not given),2.0,4.5,0.0,-18.6,-4.0,6.3,4.2,0.1,115.2
CCc1c(C(=O)N/N=C/c2ccsc2)csc1C,7.5,1.4,-0.1,2.8,-0.4,4.3,-1.8,-5.4,116.4
C/C=C/c1ccc(Oc2nnnn2-c2ccc(C(=O)O)cc2)c(OC)c1,-0.6,2.8,-0.1,-5.4,4.5,6.6,1.2,12.6,159.6
OCC[C@@H]1C[C@H](O)[C@@H](O)[C@]2(OCCc3ccccc32)O1,-1.2,1.9,0.0,2.4,-1.2,-3.2,-1.6,-0.4,97.1
C=CCSc1nc(-c2ccccc2)c(C#N)c(=O)[nH]1,0.6,3.6,-0.2,1.1,6.2,-1.8,/,6.6,102.2
CCCCc1cc(=O)oc2c(CN(C)C)c(O)ccc12,2.7,1.9,0.1,-17.0,-4.5,4.0,0.4,8.5,107.5
Cc1noc(C)c1COc1ccc(C(=O)N2CCCC(C(F)(F)F)C2)cc1 (stereo not given),-0.8,-1.4,0.2,-1.2,4.9,-2.3,-0.5,3.6,104.7
CCCCN(C(=O)Cc1ccc(S(=O)(=O)N2CCOCC2)s1)c1c(N)n(CCCC)c(=O)[nH]c1=O,5.1,-1.7,-0.1,-0.2,-0.6,-9.6,-0.1,4.3,100.1
CNC(=S)N(CCc1c(C)[nH]c2ccc(Cl)cc12)Cc1cccs1,0.6,6.6,0.1,8.1,-11.4,6.2,-1.2,3.5,123.1
CCc1ccc(/C=N\n2cnnc2)cc1,8.1,1.7,-0.1,8.1,-7.0,1.7,0.9,-3.7,116.8
Cc1c(C(=O)NCc2ccccn2)oc2ccc(Br)cc12,-2.7,5.9,0.0,4.2,1.2,1.5,-0.7,5.3,98.6
Cc1ccc2[nH]c(-c3cccc(N)c3)cc2c1,6.5,-2.0,0.0,11.4,10.6,-8.4,-1.4,6.7,108.0
CCOCCCNS(=O)(=O)c1ccc(-n2cnnn2)c(OC)c1,0.6,4.3,-0.3,-5.4,-0.4,0.5,3.0,-4.8,95.0
Cc1ccc(NC(=O)C2OCCc3ccccc32)cc1Cl (stereo not given),-4.3,5.8,0.1,0.3,-8.4,3.9,0.2,12.2,91.6

# Overlap with the part before: 3 entries; new compounds follow.
SMILES,Fam108B counter,Bcl-xL primary,Efflux pump mplx,ZTA counter,EBNA-1 inhibitor,MCL1-BIM inh,MEX-5 binding,GLD-1 TGE inh,CR mimetic SO
Cc1ccc2[nH]c(-c3cccc(N)c3)cc2c1,6.5,-2.0,0.0,11.4,10.6,-8.4,-1.4,6.7,108.0
CCOCCCNS(=O)(=O)c1ccc(-n2cnnn2)c(OC)c1,0.6,4.3,-0.3,-5.4,-0.4,0.5,3.0,-4.8,95.0
Cc1ccc(NC(=O)C2OCCc3ccccc32)cc1Cl (stereo not given),-4.3,5.8,0.1,0.3,-8.4,3.9,0.2,12.2,91.6
Cc1ccc2oc(C(=O)N3CCN(c4cccc(C)n4)CC3)c(C)c2c1,4.2,-1.0,0.1,-7.2,0.5,-0.3,-1.3,1.4,99.7
Fc1ccccc1NC(=S)NCCc1ccccc1,7.2,6.1,0.0,-24.5,-2.4,9.7,/,5.4,90.8
COc1cccc(CN(C)Cc2nc(C3CC3)no2)c1,-3.9,11.2,0.0,-9.0,-0.6,3.3,1.4,-1.2,101.5
Cc1c(NC(=S)SCc2ccccc2)c(=O)n(-c2ccccc2)n1C,-3.0,9.2,-0.1,5.2,-2.7,14.3,-2.6,2.5,101.1
CCn1c(SCC(=O)NC2CCCC2)nnc1-c1cccnc1,1.8,1.7,0.2,6.4,1.6,7.8,1.8,-2.9,105.3
Cc1sc2nc(C(C)Sc3n[nH]c(N)n3)[nH]c(=O)c2c1C (stereo not given),1.1,-0.2,-0.1,-7.2,1.6,-1.3,2.9,2.0,89.1
COc1ccc(-c2cnn3c4c(c(C)nc23)CCN4C(C)C)cc1OC,1.7,2.6,0.0,2.3,-2.0,-4.1,1.8,-0.3,106.9
CC1CN(C(=O)CCC(=O)NCc2ccc(Cl)cc2)c2ccccc2S1 (stereo not given),-2.8,2.2,-0.1,-14.6,3.2,4.4,-0.3,0.0,92.5
Cc1ccccc1NC(=O)c1ccccc1NS(=O)(=O)c1cccc2cccnc12,5.5,0.6,0.1,-5.9,-15.0,2.6,0.7,4.9,104.9
Cc1ccc(NC(=O)CN(C)C(=O)C(Sc2ccccc2)c2ccccc2)cc1 (stereo not given),/,6.2,0.4,8.9,/,-1.3,/,2.8,91.4
CN(CC(=O)NCc1ccccn1)S(=O)(=O)c1ccc(Br)cc1,1.6,0.4,0.0,4.6,0.9,1.8,-25.9*,1.8,113.2
Cc1ccc([C@@H]2CC=C(C(=O)O)CN2S(=O)(=O)c2ccccc2C)cc1,0.3,7.8,0.1,3.0,-7.0,2.5,/,4.8,115.8
CCn1c(SCC(=O)N2CCC(C(N)=O)(N3CCCCC3)CC2)nnc1-c1ccccc1,-5.2,-0.1,-0.1,-1.0,-7.8,5.2,1.0,1.9,106.2
COc1ccc(C(=O)C2CCCN(Cc3ccc4nonc4c3)C2)cc1F (stereo not given),-1.4,4.0,0.2,-6.2,-10.8,-4.1,1.7,-7.2,79.6
O=C(NCCc1ccccc1)C1CCC(CNc2c(N3CCCCC3)c(=O)c2=O)CC1 (stereo not given),3.0,2.6,0.2,-0.2,-3.6,6.4,-3.1,-1.5,98.0
O=C1CC(Nc2ccc(N3CCOCC3)cc2)C(=O)N1C1CCCCC1 (stereo not given),-4.7,8.6,0.0,-18.5,5.4,4.6,-0.3,4.6,103.0
COc1ccc(CC(=O)NCc2nnc(SCc3ccc([N+](=O)[O-])cc3)n2C)cc1,-3.8,5.5,0.0,-5.0,-0.1,-4.5,3.3,7.1,97.0
NC1=NC(=O)C2(COC(c3cccnc3)OC2)S1 (stereo not given),-0.7,85.7*,0.2,4.5,5.5,5.5,-2.0,5.2,85.7
CCc1ccc(N2CC(C(=O)N3CCCC3)CC2=O)cc1 (stereo not given),0.3,-1.5,-0.1,2.9,7.2,-3.4,0.2,-6.2,90.5
Cc1cccc(CN2CCOCCS2(=O)=O)c1,-0.4,1.5,-0.1,8.7,12.7,2.6,0.9,-6.0,95.9
NS(=O)(=O)c1cccc(NC(=O)COC(=O)C2(c3cccc(F)c3)CCCC2)c1,-2.1,6.7,0.0,-6.7,2.9,4.8,0.2,2.0,109.0
CCc1nn(CC(=O)N(C)C2CCCCC2)c(=O)c2cc3cc(C)ccc3n12,3.6,-2.4,0.4,12.8,-5.8,-3.4,-2.6,-3.4,103.0
COc1ccc(Cn2c(C3CC3)nc3ccc(NC(=O)C4CC4)cc3c2=O)cc1,-2.9,2.8,-0.1,-22.0,-1.4,-0.1,1.9,11.7,96.2
CN1CCN(c2nc(NCCOC34CC5CC(CC(C5)C3)C4)nc(OCC(F)(F)F)n2)CC1,1.4,2.7,0.0,-7.3,1.5,3.8,1.7,8.9,104.8
O=C(/C=C/c1ccco1)Nc1ccc(-c2nc3ccccc3[nH]2)cc1,-15.8,-45.8,-0.2,28.8,-1.8,-80.2,-1.0,11.9,116.9
# Following part:
SMILES,Fam108B counter,Bcl-xL primary,Efflux pump mplx,ZTA counter,EBNA-1 inhibitor,MCL1-BIM inh,MEX-5 binding,GLD-1 TGE inh,CR mimetic SO
Cc1ccc(SCC(=O)N2CCC(C(N)=O)CC2)cc1,0.9,6.7,-0.3,9.5,-6.8,-0.2,3.0,4.5,96.5
COc1ccccc1-n1c(=O)[nH]c2c(C(N)=O)nc(C3CCCCC3)nc21,0.9,4.8,0.7,-8.5,-5.8,3.8,-0.6,-1.9,102.5
COc1ccc(OC)c(Nc2nc(-c3ccccc3O)nc3ccccc23)c1,-0.5,3.7,0.1,-1.3,4.3,1.6,-1.1,3.5,95.1
c1ccc(-n2nnnc2SCc2cccc3nsnc23)cc1,0.1,3.8,0.1,5.6,6.9,-1.6,0.6,-5.2,78.9
COc1cc(NC(=O)CCNC(=O)Cn2cnc3sc4c(c3c2=O)CCCC4)cc(OC)c1OC,0.5,4.5,0.1,-3.5,-11.8,2.9,-2.1,3.6,92.0
CCOc1ccc(-n2c(=O)[nH]cc(C(=O)N3CCCc4ccccc43)c2=O)cc1,-0.1,5.2,0.2,6.1,-5.9,1.3,-2.3,2.1,86.6
CCCCC(=O)Nc1ccc(NC(=O)c2cc(OC)c(OC)c(OC)c2)cn1,4.3,5.0,0.1,-3.9,-4.0,-2.1,-0.5,4.4,86.9
C/C(=N\Nc1ccc(C(F)(F)F)cc1[N+](=O)[O-])C(C)C,-1.2,4.8,0.0,-6.3,6.2,6.7,-2.6,9.0,100.6
O=C(c1ccc(Cl)cc1)N(Cc1ccc(Br)cc1)N1C(=O)CCC1=O,-2.1,0.7,-0.2,1.9,2.7,2.4,-0.3,-2.1,89.1
CCN(CC(=O)Nc1ccc2c(c1)OCCO2)C(=O)c1cccc(OCC(C)C)c1,6.2,1.1,0.0,8.2,4.4,5.0,0.0,1.0,107.1
Cc1cc(C(=O)COc2cccnc2[N+](=O)[O-])c(C)n1-c1ccccc1,-1.1,4.2,0.0,-0.3,11.5,-1.8,-3.0,4.4,58.0*
CCOC(=O)c1[nH]c(C)c(C(=O)OCC(=O)NC(C)c2ccc(F)cc2)c1C (stereo not given),/,-1.8,-0.1,-1.3,/,-13.0,/,0.8,87.2
COc1ccc(N2CCC(CNC(=O)Nc3ccc(C)c(C)c3)C2)cc1 (stereo not given),-2.0,11.2,0.3,0.3,2.1,9.3,1.5,1.9,92.6
CCOC(=O)N1CCN(S(=O)(=O)c2ccc(C)cc2)C1c1ccc(OC)cc1 (stereo not given),3.1,2.4,0.1,0.3,-4.5,-0.8,-2.4,0.0,99.6

# Screening results from PubChem.

# Rows are unselected, and some 2.3% of all compounds hit somewhere here.
